# ADAM10 inh: inhibits human ADAM10; 370,000 compounds, 0.62% hits; O14672; AID 720582; inhibition, % at 7 µM; recombinant ADAM10, EDANS/DABCYL FRET peptide cleavage, 3 h;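 active = inhibition above a per-campaign cutoff equal to the mean of compounds falling between control-based bounds plus 3 SD, cut at about 20% in these data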;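 also: 0% = DMSO wells while the 100% control is not disclosed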
# ARFGAP1 inhibitor: rat ARFGAP1 inhibition; 360,000 compounds, 0.26% hits; AID 651572; Arfgap1-stimulated ARF1 GTP hydrolysis, GDP FP detection; inhibition, % at 16.5 µM; Q62848;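 active = inhibition above a per-plate limit, mean inhibition of low control wells plus 3 SD, cut at about 25% in these data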;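 also: 0% = DMSO wells with enzyme and 100% = wells lacking Arfgap1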
#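 material = rat Arfgap1 catalytic domain, aa 1-136 | also added = human ARF1(Δ1-17)-GTP substrate | compound dosing = one concentration, 16.5 µM, DMSO 1.26% | times = GTP hydrolysis reaction 2 h at 25 °C | measured by = FP, GDP Alexa 633 tracer displaced from anti-GDP antibody, 620/688 nm | evaluation = percent inhibition of Arfgap1-stimulated GTP hydrolysis | replication = single well per compound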
# LEDGF integ inh: blocks HIV-1 LEDGF/p75-dependent DNA integration; 370,000 compounds, 0.64% hits; TR-FRET IN-LEDGF/p75 DNA integration, Eu/Cy5; AID 743269; inhibition, % at 3.7 µM;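 active = inhibition above the screen-wide mean plus 3 SD, cut at about 13% in these data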;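 also: signal is the Cy5 over europium emission ratio at 671 and 618 nm; 0% = plate median of compound wells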
# DDE Tn6 FP inh: disrupts Tn6 cyclic peptide binding to fibrin D-Dimer-E complex; Fibrin DD(E) TRITC-Tn6 fluorescence polarization displacement; 370,000 compounds, 0.21% hits; P02675; inhibition, % at 8.3 µM; AID 720509;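 active = inhibition above a per-campaign cutoff: mean of compounds within control limits plus 3 SD, cut at about 15% in these data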;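 also: 0% = median of all compound wells on the plate and 100% = blocking peptide control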
# Target sequence (P02675 whole entry, looked up): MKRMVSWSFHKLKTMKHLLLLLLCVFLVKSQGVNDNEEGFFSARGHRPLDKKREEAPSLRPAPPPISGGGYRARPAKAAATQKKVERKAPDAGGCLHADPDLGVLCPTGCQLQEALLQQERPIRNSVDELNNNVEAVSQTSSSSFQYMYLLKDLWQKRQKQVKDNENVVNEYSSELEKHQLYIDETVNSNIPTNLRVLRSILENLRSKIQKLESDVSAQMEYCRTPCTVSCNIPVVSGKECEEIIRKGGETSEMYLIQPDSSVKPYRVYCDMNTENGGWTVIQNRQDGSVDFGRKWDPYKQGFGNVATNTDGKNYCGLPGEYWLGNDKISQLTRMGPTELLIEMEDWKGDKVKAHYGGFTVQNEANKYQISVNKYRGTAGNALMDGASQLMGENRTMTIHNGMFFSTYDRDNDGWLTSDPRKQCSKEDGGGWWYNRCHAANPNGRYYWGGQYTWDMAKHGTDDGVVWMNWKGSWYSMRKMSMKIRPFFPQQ
# KLK7 zymogen act: proKLK7 (human) activation, primary screen. purified proKLK7, EDANS-DABCYL substrate fluorescence; 100% is mature enzyme control, 0% vehicle. P49862. 370,000 compounds, 0.9% hits. activation, % at 7 µM;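 active = activation above the mean of all tested compounds plus 3 SD, computed per campaign excluding outliers beyond control limits, cut at about 13% in these data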
# DDE Tn7 FP inh: DD(E)-Tn7 binding inhibition, primary FP screen | 370,000 compounds, 0.13% hits | AID 720508 | inhibition, % at 8.3 µM | P02675 | FP displacement of FITC-Tn7 peptide from fibrin DD(E); 0% = median of compound wells per plate;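 active = inhibition above the mean of compounds falling within the control limits plus 3 SD of them, cut at about 14% in these data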;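 also: 0% = plate median of compound wells and 100% = 10 µM Aha-Tn7 peptide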
#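 Test system – human fibrin DD(E) · Times – 10 min preincubation, 3 h with tracer, room temperature · Detection – fluorescence polarization of the labelled Tn7 tracer · Measure – percent inhibition normalized to high-control wells · Benchmarks – high control wells with 10 µM unlabelled Aha-Tn7 peptide (full inhibition) · Repeats – singlicate testing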
# PLC-gamma1 inh: PLC-gamma1 (human) inhibition, primary screen. P19174. purified PLC-gamma1, fluorogenic substrate, fluorescence. inhibition, % at 12.2 µM. 370,000 compounds, 0.84% hits. AID 720700; in the data active = inhibition above about 9.5%
# ASAP1 inh: blocks human ASAP1-stimulated Arf1 GTP hydrolysis. 360,000 compounds, 0.19% hits. AID 624377. inhibition, % at 16.5 µM. Q9ULH1. GDP FP detection; in the data active = inhibition above about 25%;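 also: 0% = vehicle with enzyme and substrate and 100% = no enzyme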
# TDP2 absorb: blocks human TDP2 phosphodiesterase activity; O95551; recombinant TDP2, T5PNP hydrolysis, p-nitrophenol absorbance 415 nm; inhibition, % at 12.8 µM; 370,000 compounds, 0.34% hits;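 active = inhibition above the mean of all tested compounds plus 3 SD, set per campaign, cut at about 25% in these data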;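 also: 0% = DMSO with enzyme and 100% = buffer with substrate but no TDP2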
#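 Test system: Human TDP2 enzyme | Reagent: 5 mM T5PNP | Compound dosing: 12.8 µM single point, 1% DMSO | Incubation: Enzyme reaction with compound for 2 h at 37 °C | Technique: p-Nitrophenol epi absorbance | Read-out: % inhibition relative to enzyme-containing and enzyme-free wells | Benchmarks: High control without enzyme, low control DMSO plus TDP2 | Replicates: Singlicate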
# ADAM17 inh: ADAM17 inhibition, QFRET primary screen; P78536; recombinant ADAM17, EDANS/DABCYL FRET peptide cleavage; inhibition, % at 6.95 µM; 370,000 compounds, 0.83% hits; AID 720648;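 active = inhibition above the mean of compounds lying between control limits plus 3 SD, set per campaign, cut at about 8.5% in these data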;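 also: 0% = DMSO-only wells as the low control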
# Target sequence (P78536 215-824 limits assumed): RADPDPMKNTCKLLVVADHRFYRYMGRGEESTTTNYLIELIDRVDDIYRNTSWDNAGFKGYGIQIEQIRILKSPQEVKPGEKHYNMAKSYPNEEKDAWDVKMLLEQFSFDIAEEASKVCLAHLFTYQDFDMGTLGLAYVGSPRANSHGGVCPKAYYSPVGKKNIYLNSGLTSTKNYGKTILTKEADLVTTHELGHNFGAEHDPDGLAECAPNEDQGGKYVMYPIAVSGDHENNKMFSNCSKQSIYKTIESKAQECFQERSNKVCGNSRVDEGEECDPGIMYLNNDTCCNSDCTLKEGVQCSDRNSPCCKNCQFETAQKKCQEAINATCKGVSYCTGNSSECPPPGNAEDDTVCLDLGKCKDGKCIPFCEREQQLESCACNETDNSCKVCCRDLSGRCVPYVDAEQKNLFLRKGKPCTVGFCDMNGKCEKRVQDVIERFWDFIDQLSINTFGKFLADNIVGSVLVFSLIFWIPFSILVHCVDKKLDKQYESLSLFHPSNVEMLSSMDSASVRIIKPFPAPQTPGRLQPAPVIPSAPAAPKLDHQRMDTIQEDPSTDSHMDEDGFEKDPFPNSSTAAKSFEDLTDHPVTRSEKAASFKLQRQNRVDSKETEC
# An asterisk follows results filed as active; nt = no result given.
SMILES,ADAM10 inh,ARFGAP1 inhibitor,LEDGF integ inh,DDE Tn6 FP inh,KLK7 zymogen act,DDE Tn7 FP inh,PLC-gamma1 inh,ASAP1 inh,TDP2 absorb,ADAM17 inh
CCc1nc2cc(Cl)c(Cl)cc2[nH]1,2,-1,-2,2,-0.4,3,1,-1,-1,-5
COc1cccc(-c2ncn(CCc3ccccc3OC)c2C(C)C)c1,5,-1,3,-4,0.6,4,8,-10,-10,8
O=C(Nc1nnc(C2CC2)s1)c1cc(Cl)sc1Cl,4,-5,1,5,0.5,-3,2,3,-8,1
O=C(N/N=C/c1cccc(Cl)c1Cl)Nc1ccccc1,0,4,1,5,0.5,-2,-3,3,5,-3
COc1ccc(S(=O)(=O)N2CCOCC2)cc1NC(=O)CSc1nnc(N)s1,-11,-1,-3,-1,-0.4,-6,3,0,-5,-3
COC(C[C@H](O)CC(=O)[C@H](C)OCc1ccccc1)OC,-7,-11,-2,9,0.1,-2,0,5,4,-1
CCC(NS(=O)(=O)c1ccc(C)cc1)C(=O)Nc1ccc(NC(C)=O)cc1 (stereo unspecified),9,-4,1,1,-0.1,9,1,-12,5,2
CCOC(=O)N1CCN(C(=S)Nc2cc(OC)c(OC)cc2C(=O)OC)CC1,3,13,1,9,0.0,-7,5,9,-13,1
O=C(Nc1cc(Cl)cc(Cl)c1)C1CCC(=O)N1Cc1ccccc1Cl (stereo unspecified),11,12,-2,2,0.2,-12,1,20,-1,4
N#C/C(=C\c1ccc(OCc2ccc(Cl)cc2)cc1)C(=O)Nc1cccc(C(=O)O)c1,-10,-10,2,-3,0.1,-4,2,5,-2,-1
Cc1ccnc(NC(=O)c2ccc(Cl)c(S(=O)(=O)N3CCCC3)c2)c1,-9,-8,0,0,0.3,-4,1,2,-1,-2
COCCNC(=O)C1CCCN(Cc2cccc(C#N)c2)CC1 (stereo unspecified),-6,-5,-1,4,0.0,-2,-2,6,-4,-3

# Arranged by number of heavy atoms (descending): three of the compounds above
SMILES,ADAM10 inh,ARFGAP1 inhibitor,LEDGF integ inh,DDE Tn6 FP inh,KLK7 zymogen act,DDE Tn7 FP inh,PLC-gamma1 inh,ASAP1 inh,TDP2 absorb,ADAM17 inh
COC(C[C@H](O)CC(=O)[C@H](C)OCc1ccccc1)OC,-7,-11,-2,9,0.1,-2,0,5,4,-1
O=C(N/N=C/c1cccc(Cl)c1Cl)Nc1ccccc1,0,4,1,5,0.5,-2,-3,3,5,-3
O=C(Nc1nnc(C2CC2)s1)c1cc(Cl)sc1Cl,4,-5,1,5,0.5,-3,2,3,-8,1

# Other structures
SMILES,ADAM10 inh,ARFGAP1 inhibitor,LEDGF integ inh,DDE Tn6 FP inh,KLK7 zymogen act,DDE Tn7 FP inh,PLC-gamma1 inh,ASAP1 inh,TDP2 absorb,ADAM17 inh
Cc1cccc(C2C3=C(Nc4[nH]n(-c5ccccc5)c(=O)c42)c2ccccc2C3=O)c1 (stereo unspecified),16,-2,3,1,0.0,10,-3,4,-11,9.8*
Cc1ccc(S(=O)(=O)c2nnn3c2nc(N2CCN(c4ccccn4)CC2)c2ccccc23)cc1,8,6,-4,0,-0.3,2,-1,8,-1,0
O=c1cnc2ccccc2n1CC1CCCCC1,-103,-6,1,5,1.2,0,-17,-2,0,-31
COC(=O)[C@]12C[C@H](CC(=O)NCC3CCCCC3)C(=O)N(CCc3ccc(OC)c(OC)c3)C1=C[C@H](COCc1ccccc1)O[C@@H]2C,6,nt,5,-3,1.0,2,5,nt,-7,11*
CCOc1ccccc1NC(=O)Cn1nnc(C(=O)NCc2cccs2)c1N,-4,5,-1,-5,0.2,0,-1,15,-9,0
Cc1ccc2cc(/C=N/Nc3ccc(C(=O)O)cc3)c(Cl)nc2c1,-160,13,-2,-3,-14,-5,-197,1,7,-62
Nc1nnn(CC(=O)N/N=C/c2cccc3ccccc23)n1,-12,-4,2,-3,0.0,-6,0,-7,7,-7
C=CCOc1ccc(NC(=O)C(=O)NCCCn2ccnc2)cc1,3,14,1,1,0.5,-3,3,21,-8,-2
Cc1cc2oc(=O)cc(-c3ccccc3)c2c(C)c1-c1ccc(C(F)(F)F)cc1,-9,-15,-5,6,-0.1,7,2,3,2,-7
C=CCOc1nc2c(c(=O)n(Cc3ccc(Cl)cc3)c(=O)n2C)n1C,-3,-2,1,3,0.2,-11,0,9,5,1
COc1ccc(CN2C(=O)[C@]3(NCCc4c3[nH]c3ccc(OC)cc43)c3cc(Br)ccc32)cc1,15,nt,-1,3,-0.2,9,6,nt,-3,2
O=C1[C@H]2[C@@H](c3ccccc3)N[C@]3(CCCN(Cc4ccco4)C3=O)[C@H]2C(=O)N1Cc1ccccc1,-2,-18,7,5,2.2,2,1,-12,-6,2
CC(C)(C)NC(=O)N1CCN(c2nc3ccc(Cl)cc3s2)CC1,-1,-2,1,7,-0.3,0,1,9,12,-3
Cc1cccc(CN(C)C[C@@H]2OCc3cnnn3CCCC(=O)N([C@H](C)CO)C[C@H]2C)c1,-7,5,-3,0,-0.1,-2,-1,-2,-1,3
CCOc1ccc(NS(=O)(=O)c2ccc(C(=O)NC3CCN(Cc4ccccc4)CC3)cc2)cc1,4,9,3,-5,0.2,0,4,-1,-12,0
Cc1ncc([N+](=O)[O-])n1CC(=O)Nc1ccc(Cl)cc1,-6,1,-1,10,-0.7,4,0,-2,-6,0
COc1ccc(Cl)cc1NC(=O)COC(=O)C1CCCCC1,-9,-2,-2,3,-0.7,-2,0,11,-4,1
Cc1ccc(C2CC(c3ccco3)n3ncnc3N2)cc1 (stereo unspecified),-23,6,0,8,-0.3,7,-3,5,-10,-4
O=C(Nc1ccc(F)cc1F)NC1CC1,1,8,5,-5,-0.2,2,1,7,-6,-5
COc1ccc(N/C=C(\C2OC(=O)c3ccccc32)[N+](=O)[O-])cc1 (stereo unspecified),-4,-5,-1,1,-0.2,5,-2,-7,8,-2
Cc1cc(C)n(-c2cc(C(=O)O)cc(C(=O)O)c2)n1,3,-3,4,4,0.1,-4,-2,10,-6,1
Clc1ccc(/C=N/N2CCN(Cc3ccccc3)CC2)cc1,-10,6,0,-4,0.5,-5,4,-5,-4,3
Cn1ccnc1SCC(=O)Nc1ccc2ccccc2c1,-3,18,2,-3,0.2,-3,1,-7,-4,-2
O=C(c1ccc(N2CCOCC2)nc1)N1CCOCC1,-1,7,1,-4,0.3,9,1,3,-2,0
O=C(CN(Cc1ccccc1Cl)C(=O)c1csnn1)NCc1ccccc1,13,-7,3,2,-0.9,-1,1,-15,-6,-2
c1ccc(-c2nc(-n3nc4ccccc4n3)nc3ccccc23)cc1,-17,6,1,-9,-0.8,-10,-14,5,1,-5
CCCCn1c(N)c(N(CCOC)C(=O)CN2C(=O)C3CCCCC3C2=O)c(=O)[nH]c1=O (stereo unspecified),-15,0,-3,-5,0.1,2,-1,-7,-9,-8
CC(C)(C)NC(=O)COC(=O)c1ccc2c(c1)C(=O)N(Cc1ccco1)C2=O,10,-1,1,9,-0.3,-6,3,14,-6,-1
CCc1ccc(-c2nc(SCC(=O)N(C)C3CCS(=O)(=O)C3)n[nH]2)cc1 (stereo unspecified),3,-11,-1,2,0.8,7,3,9,7,-2
Nc1ncnc(Nc2ccccc2C(F)(F)F)n1,-3,2,-2,12,-0.4,1,1,-3,-7,-5
CCNc1nc(NCC)nc(NC(N)=S)n1,5,7,-1,-9,0.1,4,2,-1,-4,-6
CCN(CC)CCNC(=O)CNC(=O)c1nn(-c2ccc(OC)c(OC)c2)c(=O)c2ccccc12,-9,4,-2,1,-0.2,3,-7,7,3,-1
CCOC(=O)C1(CC2CCCCO2)CCN(C2CCSCC2)CC1 (stereo unspecified),-1,-3,-3,3,-0.6,7,1,-9,0,1
N#Cc1cccc(C#N)c1N1CCC(C#N)CC1,-174,0,2,3,-0.1,6,-28,2,-4,-58
COc1ccc(C2=NN(c3ccccc3)C(=O)/C2=C\c2ccc(O)c(OC)c2)cc1,8,3,17*,-6,0.4,-8,-2,18,46*,2
COc1ccc(NC(=O)CN2CCN(C(=S)NC3CCCC3)CC2)cc1,-5,7,-3,7,0.6,-8,1,-1,-1,-4
Cc1ccc(N=Cc2c(O)ccc3ccccc23)cc1F,-2,6,2,-2,-0.1,-3,-1,17,-12,-2
CCOC(=O)C1CCN(C(=O)/C=C/c2ccc(S(=O)(=O)N3CCOCC3)cc2)CC1,-6,0,6,-1,0.7,5,-2,0,-2,-3
Cc1cc(C)cc(OCC(=O)Nc2ccc3c(c2)OCCO3)c1,-1,6,1,4,0.9,4,-1,8,-12,0
COC(=O)C1=C(C(=O)OC)C(c2ccccc2O)c2sc(=O)[nH]c2S1 (stereo unspecified),-32,-1,0,3,5.8,6,-30,-8,12,-10
COc1cc(OC)c(C(=O)OCC(=O)Nc2ccccc2Cl)cc1OC,-2,8,0,0,0.5,-4,0,3,-4,1
COc1cc(OC)c2c(c1)OC(=O)CC2c1ccc2c(c1)OCO2 (stereo unspecified),-50,-10,-1,0,1.3,9,-25,-2,2,-16
COc1cccc(OC)c1C(=O)OCC(=O)NC(=O)NCc1ccccc1,-10,2,-1,-1,0.1,2,0,2,11,-1
COc1ccc(C2OC(=O)CC2C(=O)NCc2ccc(C)cc2)cc1OC (stereo unspecified),5,5,1,-6,-0.6,-9,0,13,-3,-15
NCc1csc(Nc2nncc3ccccc23)n1,-5,4,-1,3,1.2,-11,-16,3,-9,0
O=C(c1ccco1)N1CCN(C(=O)c2ccc(-c3ccccc3Cl)o2)CC1,-11,0,-5,-5,-0.2,4,6,-6,0,-5
CCC(C)c1c(O)nc(SCC(=O)N2CCOCC2)[nH]c1=O (stereo unspecified),-5,-7,1,1,0.1,11,3,5,3,-5
COc1ccc(NC(=O)CCCN2C(=O)CN(C)C2=O)c(OC)c1,1,6,3,9,0.1,2,-1,-2,-1,0
Cc1ccc(/C=N/n2c(-c3ccc(Cl)cc3)n[nH]c2=S)s1,7,8,-3,1,-0.4,4,3,13,-5,1
CN1C(CCl)Nc2cc(Cl)c(S(N)(=O)=O)cc2S1(=O)=O (stereo unspecified),0,-15,-3,8,0.5,10,-3,-23,-5,1
Cc1cccc(C(=O)NCC(=O)OCCOc2ccccc2Cl)c1,3,-4,-3,-7,0.8,10,-1,-6,13,0

# This is a random part of the collection, and some 4.2% of all compounds hit somewhere here.
